Bioassay records as filed in PubChem BioAssay.
POLB inh: qHTS Assay for Inhibitors of DNA Polymerase Beta; P06746; Pol beta primer extension/strand displacement, fluorescence kinetic; Potency, µM (series often up to 114 µM), inactives show at the top dose activity change, negative = inhibition, usual class: inhibitors; hit rate 1.3% among 340,000; further: potency means the concentration at half of the fitted maximal effect; on the % scale 0 is the no-effect control and ±100 the full control effect
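Curves were derived by four-parameter Hill fits of normalized qHTS data. The kinetic fluorescent primer-extension read was taken at 0 and 10 min after 50 nM substrate, following a 15 min room-temperature preincubation of 10 nM enzyme with compounds.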
Apoferritin bind: qHTS Assay for Identification of Novel General Anesthetics | Ferritin light chain (Equus caballus), P02791 | apoferritin/1-aminoanthracene competitive binding, fluorescence | Potency, µM (top dose mostly 77.5 µM), without a hit: at the top dose activity change, negative = displacement, actives largely listed as inhibitors | hit rate 0.074% among 350,000 | AID 485281, 2010; further: potency means the concentration at half of the fitted maximal effect; on the % scale 0 is the no-effect control and ±100 the full control effect; nearly all actives have a fitted effect of over 20% in size
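10 uM apoferritin + 50% sat. 1-AMA, PBS; cpd 10 min RT; Ex380/Em535 endpoint; normalized to free probe vs complex; 4-param Hill fit; propofol titration as pos. ctrl.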
POLK inh: qHTS for Inhibitors of Polymerase Kappa; hit rate 0.53% among 400,000; purified Pol kappa, fluorescent DNA synthesis assay, 10 min; Potency, µM (top dose mostly 107 µM), for inactives: at the top dose activity, negative = inhibition, usual class: inhibitors; AID 588579, 2011; DNA polymerase kappa (Homo sapiens), Q9UBT6; further: potency means the concentration at half of the fitted maximal effect; on the % scale 0 is the no-effect control and ±100 the full control effect
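Activity was followed as the change in fluorescence between reads at 0 and 10 min after starting the reaction with 50 nM substrate. Beforehand, 10 nM polymerase had been preincubated with compound for 15 min at room temperature.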
12-LOX inh: Primary qHTS assay for inhibitors of human arachidonate 12S-lipoxygenase (ALOX12): Round 2. Potency, µM (doses to about 108 µM), for the others: top-dose activity change, negative = inhibition, most hits filed as inhibitors. purified 12hLO, xylenol orange hydroperoxide absorbance. Polyunsaturated fatty acid lipoxygenase ALOX12 (Homo sapiens), P18054. hit rate 1.1% among 580,000; further: potency means the concentration at half of the fitted maximal effect; on the % scale 0 is the no-effect control and ±100 the full control effect
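Purified human 12hLO at 150 nM in 25 mM Hepes, 0.01% Triton X-100, pH 7.0, preincubated 15 min at room temperature with compound. Reaction started with 40 uM arachidonic acid, 30 min at room temperature. Hydroperoxide measured by Fe-xylenol orange, 573/405 nm absorbance ratio.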
ERG-DNA inh: qHTS for Small Molecule Inhibitors of the ERG Ets/DNA interaction; Transcriptional regulator ERG (Homo sapiens), P11308; fluorescence polarization, His-ERG Ets domain / labelled DNA; Potency, µM (series often up to 76.9 µM), for inactives: top-dose FP activity, negative = inhibition, usual class: inhibitors; hit rate 0.028% among 370,000; active means well fitted inhibition curve with a large enough effect in the polarisation, with a control signal flat; inconclusive means small, poorly fitted or top-dose-only effect, or effect the other way, or a change in a side signal; inactive means no such curve, though single readings can be large or run the other way; the % refers to the polarisation;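 further: polarization taken with two DNA probes labelled with fluorescein and Texas red; potency means the concentration at half of the fitted maximal effect; % of control where 0% means no effect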
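His-tagged ERG Ets domain (1 uM in the protein solution; 300mM KCl, 50mM Tris-HCl, 1mM EDTA, 1mM DTT, pH 7.5) received compound, then a probe mix of 5 nM fluorescein-DNA and 100nM Texas-615-DNA. Fluorescence polarization was read for both dyes.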
TRHR agonist: qHTS for Small Molecule Agonists and Allosteric Enhancers of Human TRH Receptor: Primary Screen for Agonists; Thyrotropin-releasing hormone receptor (Homo sapiens), P34981; TRHR cells, calcium flux fluo-8, FDSS agonist mode; activation, % at 2 µM; hit rate 0.18% among 360,000; AID 493084, 2011; in the data active means activation above about 30%; further: 0% is about no effect
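In this calcium-flux screen, cells bearing human TRHR are dye-loaded with fluo-8, baselined for 10 cycles, then exposed to library compounds; positive kinetic calcium responses during the agonist phase mark hits, with TRH as control.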
APE1 inh: qHTS Assay for Inhibitors of the Human Apurinic/apyrimidinic Endonuclease 1 (APE1); Potency, µM (doses to about 65.8 µM), for inactives: at the highest dose activity change, negative = inhibition, hits mostly inhibitors; DNA repair nuclease/redox regulator APEX1 (Homo sapiens), P27695; recombinant APE1, TAMRA/BHQ-2 abasic DNA cleavage fluorescence; hit rate 0.35% among 350,000;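 further: potency means the concentration at half of the fitted maximal effect; plate controls were vehicle for no effect and reference inhibitor for full effect; nearly all actives have a fitted effect of over 55% in size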
Target sequence (P27695 whole entry, looked up): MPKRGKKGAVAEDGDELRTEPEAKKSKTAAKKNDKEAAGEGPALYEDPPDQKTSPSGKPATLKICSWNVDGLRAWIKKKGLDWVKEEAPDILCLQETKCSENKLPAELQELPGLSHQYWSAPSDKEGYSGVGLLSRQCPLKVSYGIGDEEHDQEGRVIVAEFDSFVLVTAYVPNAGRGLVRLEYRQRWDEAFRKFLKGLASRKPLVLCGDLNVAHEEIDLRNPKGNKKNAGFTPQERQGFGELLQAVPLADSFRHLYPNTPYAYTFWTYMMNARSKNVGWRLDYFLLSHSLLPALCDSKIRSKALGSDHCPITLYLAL
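Quantitative HTS: incision of a TAMRA/BHQ-2 double-stranded substrate bearing a tetrahydrofuran abasic site by 0.75 nM APE1 raises fluorescence. Substrate 50 nM final, added after 15 min compound preincubation at room temperature; progress as third-minus-first kinetic read difference.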
BLM inh: qHTS Assay for Inhibitors of Bloom's syndrome helicase (BLM). recombinant BLM DNA unwinding, fluorescence dequenching. Potency, µM (series often up to 56.1 µM), for inactives: top-dose activity change, negative = inhibition, actives largely listed as inhibitors. hit rate 0.2% among 350,000. AID 2528, 2010;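 further: potency means the concentration at half of the fitted maximal effect; plate controls were vehicle for no effect and no enzyme for full effect; nearly all actives have a fitted effect of over 35% in size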
Pol iota inh: qHTS for Inhibitors of Polymerase Iota; DNA polymerase iota (Homo sapiens), Q9UNA4; hit rate 1% among 390,000; Potency, µM (top dose mostly 115 µM), inactives show top-dose activity, negative = inhibition, actives largely listed as inhibitors; Pol iota fluorescent replication assay, 10 min; further: potency means the concentration at half of the fitted maximal effect
Target sequence (Q9UNA4 whole entry, looked up): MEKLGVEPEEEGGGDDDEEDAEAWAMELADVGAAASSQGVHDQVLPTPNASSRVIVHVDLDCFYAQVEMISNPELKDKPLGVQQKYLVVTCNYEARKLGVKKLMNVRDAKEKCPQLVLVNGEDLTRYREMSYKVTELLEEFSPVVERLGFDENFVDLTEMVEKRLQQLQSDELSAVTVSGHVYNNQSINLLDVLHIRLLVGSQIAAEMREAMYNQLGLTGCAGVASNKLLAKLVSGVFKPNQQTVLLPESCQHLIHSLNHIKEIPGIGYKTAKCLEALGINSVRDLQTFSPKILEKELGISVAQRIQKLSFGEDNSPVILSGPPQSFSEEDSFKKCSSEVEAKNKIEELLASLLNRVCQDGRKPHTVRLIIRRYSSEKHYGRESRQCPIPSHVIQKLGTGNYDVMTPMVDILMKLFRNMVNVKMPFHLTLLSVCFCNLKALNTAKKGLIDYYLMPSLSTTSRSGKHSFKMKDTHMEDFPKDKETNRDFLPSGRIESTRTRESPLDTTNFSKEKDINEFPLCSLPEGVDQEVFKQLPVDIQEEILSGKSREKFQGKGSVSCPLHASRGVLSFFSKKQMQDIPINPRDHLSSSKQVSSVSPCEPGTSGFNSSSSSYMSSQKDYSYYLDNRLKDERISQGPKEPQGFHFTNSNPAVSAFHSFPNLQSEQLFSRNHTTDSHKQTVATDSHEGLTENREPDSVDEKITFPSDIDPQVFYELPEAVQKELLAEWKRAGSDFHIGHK
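Pol iota at 10 nM preincubated 15 min with compounds at room temperature; reaction started with fluorescent substrate, 50 nM final. Fluorescence read kinetically at 0 and 10 min; buffer-only wells as negative control.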
* = called active by the depositor; u = inconclusive; x = not tested or not shown; & = joins results of further samples; [ ] = remark or other dose. Unless noted, the call rests on the fitted dose curve; in most records, active means well fitted curve in the direction sought with a large enough effect; inconclusive means small, poorly fitted or top-dose-only effect, or another doubt; inactive means no such curve, though single readings can be large; an effect the other way counts as inactive or inconclusive.

Sequence of screens: POLB inh | Apoferritin bind | POLK inh | 12-LOX inh | ERG-DNA inh | TRHR agonist | APE1 inh | BLM inh | Pol iota inh
#1 CCOC(=O)c1c(NC(=O)c2ccccc2C)sc2c1CCCC2
  13% | -16% | 3% | 5% | -3% | 0.3 | x | -8% | -5%
#2 COC(=O)C1C(=O)C2=C(CC1C)NC(=O)CC2c1ccc(O)c(OC)c1 (centres undefined)
  2% | -10% | -12% | -3% | 0% | -0.6 | -6% | -2% | 3%
#3 CC(=O)N1CCc2cc(S(=O)(=O)NC(CC(C)C)C(=O)NCc3ccccc3)ccc21 (centres undefined)
  4% | -9% | 2% | -4% | -3% | -0.4 | x | 0% | 13%
#4 CN(C)S(=O)(=O)Oc1ccccc1C(=O)Nc1ccccc1Cl
  9% | -8% | -13% | 2% | 2% | 0.2 | 5% | -2% | 39%[activator]
#5 CN1CCCC(OC(=O)COc2ccccc2)C1 (centres undefined)
  0% | -6% | -21% | -15% | 0% | 0.1 | -1% | 2% | 6%
#6 COc1cccc(CSCC(=O)NCCc2ccccc2)c1OC
  34% | 2% | -9% | 6% | -7% | -0.6 | -9% | -2% | 28%
#7 Cc1cc2nc(SCCN3CCOCC3)[nH]c2cc1C
  3% | -7% | -18% | -3% | -1% | -0.9 | -4% | 6% | 0%
#8 Cc1ccc(C(=O)NCCNc2nc3cc(C)c(C)cc3cc2C)cc1
  -2% | -7% | 0% | -13% | -5% | 0.0 | 9% | -15% | 39%
#9 C=CCSc1nnc(NC(=O)Cn2cnc3c2c(=O)n(C)c(=O)n3C)s1
  20% | -4% | -11% | 0% | 2% | -1.3 | -6% | 2% | 117%[activator]
#10 O=C(Nc1ccc(Nc2ccccc2)cc1)C1CC1
  -3% | -19% | -2% | 8% | 8% | 0.0 | 1% | -27% | 7%
#11 O=C(COC(=O)c1ccc([N+](=O)[O-])s1)NC(c1ccccc1)c1ccccc1
  u | -11% | -18% | -12% | 1% | 0.1 | -5% | -6% | 91%[activator]
#12 CCCN(CCC)Cc1c(C(=O)N/N=C/c2ccc(C)o2)nnn1-c1nonc1N
  2% | 3% | 6% | 8% | 14% | -1.0 | 11% | 0% | 34%[activator]
#13 CN(Cc1c(C(=O)N/N=C/c2cccc(F)c2)nnn1-c1nonc1N)C1CCCCC1
  -1% | -2% | 12% | -5% | -10% | 0.5 | 67%[activator] | 1% | -8%
#14 O=C(O)c1cccc(S(=O)(=O)Nc2cccc(S(=O)(=O)Nc3ccc(Br)cc3)c2)c1
  x | x | -27% | u | 1% | -0.5 | -16% | x | 36%[activator]
#15 CCOC(=O)CC(=O)CSc1n[nH]c(=O)[nH]c1=O
  -14% | 4% | -20% | -4% | 2% | 0.8 | -2% | 2% | 22%

Part of the list above in order of molar mass, lowest first.
Sequence of screens: POLB inh | Apoferritin bind | POLK inh | 12-LOX inh | ERG-DNA inh | TRHR agonist | APE1 inh | BLM inh | Pol iota inh
#10 O=C(Nc1ccc(Nc2ccccc2)cc1)C1CC1
  -3% | -19% | -2% | 8% | 8% | 0.0 | 1% | -27% | 7%
#4 CN(C)S(=O)(=O)Oc1ccccc1C(=O)Nc1ccccc1Cl
  9% | -8% | -13% | 2% | 2% | 0.2 | 5% | -2% | 39%[activator]
#9 C=CCSc1nnc(NC(=O)Cn2cnc3c2c(=O)n(C)c(=O)n3C)s1
  20% | -4% | -11% | 0% | 2% | -1.3 | -6% | 2% | 117%[activator]

Following part:
Sequence of screens: POLB inh | Apoferritin bind | POLK inh | 12-LOX inh | ERG-DNA inh | TRHR agonist | APE1 inh | BLM inh | Pol iota inh
#16 CC1=C([N+](=O)[O-])C(c2ccc(O)c(O)c2)NC(=O)N1 (centres undefined)
  8% | -5% | -33% | 28µM* | -6% | -1.2 | 49%[activator] | -3% | 79µM*
#17 O=C1OC(Cc2ccccn2)C(O)=C1C1=NCCCN1 (centres undefined)
  9% | -4% | -10% | 6% | -17% | 1.5 | 1% | -1% | 44%[activator]
#18 COCCn1c(SC(C)C(=O)NC2CCCCC2C)nc2ccccc2c1=O (centres undefined)
  x | x | -14% | x | 1% | 0.5 | 8% | x | 32%[activator]
#19 Cc1ccc(S(=O)(=O)Nc2ccc(Cl)cc2C(=O)c2ccccc2)cc1
  3% | -13% | -17% | -16% | 7% | 0.0 | 2% | -4% | -50%
#20 O=C(/C(Cl)=C/Nc1ccc(Br)cn1)C(F)(F)F
  -1% | -17% | -2% | -4% | 3% | 1.3 | 4% | 0% | 6%
#21 O=C(CCN1CCOCC1)NCC1COc2ccccc2O1 (centres undefined)
  9% | 0% | -1% | 4% | 4% | 0.4 | -4% | 2% | 17%
#22 Cc1ccc(-c2noc(-c3cccnc3N(C)Cc3ccc(Cl)cc3)n2)cc1
  4% | -11% | 5% | -2% | 0% | 0.2 | x | -1% | 15%
#23 COc1ccc(-n2c(=O)c3ccc(C(=O)NCc4ccc(C)cc4)cc3n(CC(=O)Nc3ccc(F)cc3)c2=O)cc1
  -2% | -7% | -2% | -10% | 1% | 1.1 | x | 2% | 14%
#24 CN(C)CCNC(=S)NC1CCCCC1
  -14% | -4% | -3% | -9%&0% | 4% | 0.9 | 1% | -3% | 6%
#25 CCCC(=O)Nc1c(C)nn(C(=O)CCC)c1C
  33% | -4% | -16% | -6% | 1% | -0.2 | 7% | -4% | -1%
#26 Cc1nc(OCc2c(C)noc2C)c2ccccc2n1
  16% | 1% | 2% | -12% | -1% | 0.5 | -4% | -1% | 117%[activator]
#27 CC(=O)c1cccc(NC(=O)Nc2ccccc2)c1
  32% | 8% | -15% | -19% | -5% | 0.6 | -4% | -3% | 1%
#28 Cc1ccccc1C(=O)NCc1nc(-c2ccc(Cl)cc2)no1
  25% | -9% | 13% | -11% | -2% | -0.2 | x | -1% | 3%
#29 CCN(CC)S(=O)(=O)c1cc(C(=O)OCC(=O)c2ccc3c(c2)NC(=O)CO3)ccc1Cl
  4% | -4% | -4% | 0% | 7% | -0.1 | 8% | 4% | x
#30 CCOC(=O)CSc1cc(C)nc(NC(C)=O)n1
  9% | -7% | -9% | 4% | -16% | 0.1 | -5% | -1% | 16%

As entered above:
C=CCSc1nnc(NC(=O)Cn2cnc3c2c(=O)n(C)c(=O)n3C)s1 in Pol iota inh reads 117%[activator]
CCOC(=O)CSc1cc(C)nc(NC(C)=O)n1 in Pol iota inh reads 16%

Later entries:
Sequence of screens: POLB inh | Apoferritin bind | POLK inh | 12-LOX inh | ERG-DNA inh | TRHR agonist | APE1 inh | BLM inh | Pol iota inh
#31 Cn1c(=O)n(CCCOc2ccc(Br)cc2)c2ccccc21
  25% | -10% | -7% | 126%[activator] | 8% | 0.1 | -3% | -11% | 11%
#32 Cc1ccc2c(C)c(C(=O)Nc3ccc(S(=O)(=O)Nc4onc(C)c4C)cc3)oc2c1
  86% | u | -4% | -19% | 5% | 0.0 | 6% | -3% | -16%
#33 CCc1ccc(C(=O)CN2C(=O)NC3(CCOc4ccccc43)C2=O)s1 (centres undefined)
  x | x | 0% | 261%[activator] | 10% | 0.1 | -11% | x | -6%
#34 CCCCCCCCCCCC1N=C(N)NC(CCCO)=C1C(=O)OC (centres undefined)
  x | x | -15% | u | 12% | x | x | x | 3%
#35 Cc1cc(C)cc(C(=O)NC2C(=O)N3C(C(=O)O)=C(CSc4nnc(C)s4)CSC23)c1 (centres undefined)
  u | -8% | -23% | 40µM* | -5% | 0.3 | 11% | -3% | u
#36 CC(C)(C)c1ccc(/C=C/C(=O)O)s1
  16% | -7% | 5%[60.1 µM] | -6% | 6% | 0.7 | 3% | -8% | 24%
#37 CCCc1nc(SCC(=O)N2CCN(c3ccccc3)CC2)c2c(=O)n(C)c(=O)n(C)c2n1
  0% | -3% | -10% | 11% | 10% | -0.9 | 0% | 3% | -12%
#38 CCN(Cc1ccccc1)S(=O)(=O)c1cc(C(=O)Nc2cc(Cl)cc(Cl)c2)ccc1F
  -8% | -17% | -6%[60.1 µM] | -29% | 3% | 0.6 | x | -11% | -16%
#39 CCOC(=O)Nc1cccc2ccccc12
  -2% | u | -1% | 7% | 1% | -0.5 | 14% | -1% | -29%
#40 CN1C(=O)C(CC(=O)NCCc2ccccc2)N(NC(=O)c2ccc(Cl)cc2)C1=S (centres undefined)
  7% | 0% | -5% | u | 7% | 0.7 | -5% | -1% | 24%
#41 Cc1ccccc1-n1c(SCC(=O)c2cc(C)n(C)c2C)nnc1-c1cccnc1
  -1% | -13% | 2% | x | -2% | -0.7 | 3% | -9% | -11%
#42 CCC(=O)Nc1ncc2c(n1)CC(c1ccco1)CC2=O (centres undefined)
  1% | -9% | -11% | 15% | x | 1.5 | 3% | -7% | 2%

Full records from above:
CC(C)(C)c1ccc(/C=C/C(=O)O)s1 in the list: POLB inh = 16%; Apoferritin bind = -7%; POLK inh = 5%[60.1 µM]; 12-LOX inh = -6%; ERG-DNA inh = 6%; TRHR agonist = 0.7; APE1 inh = 3%; BLM inh = -8%; Pol iota inh = 24%
CCc1ccc(C(=O)CN2C(=O)NC3(CCOc4ccccc43)C2=O)s1 (centres undefined) in the list: POLB inh = x; Apoferritin bind = x; POLK inh = 0%; 12-LOX inh = 261%[activator]; ERG-DNA inh = 10%; TRHR agonist = 0.1; APE1 inh = -11%; BLM inh = x; Pol iota inh = -6%

These rows are one share of the data; the hit share may differ from the screen's.
